phage Ecoli inh = E. coli growth loss with phage present; 0.26% of 360,000 active; AID 651602; growth absorbance; inhibition, % at 11.9 µM; in the data active = inhibition above about 11%
SUMO Mot1 rescue = inhibitors of SUMOylation pathway: yeast Mot1-301 growth rescue | 1% of 320,000 active | growth rescue, % at 18.8 µM | S. cerevisiae Mot1-301 growth rescue, ATP luminescence, 38.5C; percent above DMSO median, 100 means doubled;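 active = every valid replicate shows activation above 250% relative to neutral control wells; inactive = the rest, any valid replicate at or below 250%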;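 note: OY570 slx delta 5 strain wells were the positive control but not used for scaling; some compounds called inactive have numbers as strong as hits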
PKA-R1A activ = PKA-R1A complex activation | P00514+P68181 | PKA-R1A dissociation, Cy5-IP20 fluorescence polarization; scaled: DMSO 0%, 113 µM cGMP 100% | activation, % at 11.4 µM | 0.083% of 340,000 active | AID 504707;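 active = percent activation above the mean of all tested compounds plus 3 SD, cut at about 19% in these data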;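 note: higher means more PKAc released from R1A so a rise in polarization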
PfHsp90 yeast 2 = growth inhibition of yeast expressing Plasmodium Hsp90 | inhibition, % at 9.4 µM | S. cerevisiae expressing PfHsp90, BacTiter-Glo ATP, 48 h; yeast lacking PDR1 and PDR3 efflux regulators | 0.32% of 310,000 active | AID 504621;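 active = every replicate shows inhibition above about 80%, whatever the replicate mean, limit read from the data; inconclusive = mean inhibition reaches the set limit but some replicate falls short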;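 note: 0% = DMSO neutral controls and 100% = 20 µM radicicol positive controls; yeast relying on Plasmodium falciparum Hsp90 in place of its own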
Tat export inh = E. coli Tat transport inhibition; E. coli MC4100 TorA-mCherry Tat export, fluorescence; inhibition, % at 10 µM; 0.036% of 340,000 active;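 active = mean replicate inhibition at least 50% and at least half of replicates individually reaching 50%; inconclusive = only one of the two criteria met; inactive = neither criterion met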;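 note: exported cargo escapes ClpAP degradation while cytoplasmic cargo is degraded and loses fluorescence; 0% = median of neutral control wells and 100% = median of NaSCN control wells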
MOR-DOR ag = OPRM1-OPRD1 heterodimerization agonism. P35372+P41143. cells, luminescence. activation, % at 9.3 µM. 0.3% of 340,000 active. AID 504326; in the data active = activation above about 18%;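 note: 0% = vehicle-treated cells and 100% = reference agonist; values of inactives mirror those of a sister screen read the other way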
Target sequence (P35372 whole entry, looked up): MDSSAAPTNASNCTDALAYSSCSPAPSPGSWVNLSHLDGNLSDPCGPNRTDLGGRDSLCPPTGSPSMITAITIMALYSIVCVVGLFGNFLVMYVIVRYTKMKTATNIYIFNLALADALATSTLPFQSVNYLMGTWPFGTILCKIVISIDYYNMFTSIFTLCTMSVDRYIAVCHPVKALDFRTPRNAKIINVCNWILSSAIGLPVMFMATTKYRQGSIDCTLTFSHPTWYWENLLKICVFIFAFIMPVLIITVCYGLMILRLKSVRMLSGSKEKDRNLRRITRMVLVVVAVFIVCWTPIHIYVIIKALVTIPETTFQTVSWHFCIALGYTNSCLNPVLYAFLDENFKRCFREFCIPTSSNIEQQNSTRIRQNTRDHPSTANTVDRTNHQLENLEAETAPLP
Target sequence (P41143 whole entry, looked up): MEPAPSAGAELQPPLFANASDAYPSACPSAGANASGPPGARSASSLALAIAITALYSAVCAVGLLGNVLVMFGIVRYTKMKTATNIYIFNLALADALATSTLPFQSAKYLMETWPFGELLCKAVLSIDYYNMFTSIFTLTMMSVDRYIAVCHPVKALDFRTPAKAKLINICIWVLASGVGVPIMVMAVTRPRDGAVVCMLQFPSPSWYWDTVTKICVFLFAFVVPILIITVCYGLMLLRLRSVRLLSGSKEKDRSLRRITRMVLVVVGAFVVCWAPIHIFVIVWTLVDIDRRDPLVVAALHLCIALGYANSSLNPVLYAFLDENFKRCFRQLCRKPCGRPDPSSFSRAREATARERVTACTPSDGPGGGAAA
OPRM1-OPRD1 inv = inverse agonists of human mu-delta opioid receptor heterodimerization; cell-based MOR-DOR heterodimer luminescence, inverse agonism; inhibition, % at 9.3 µM; 0.21% of 340,000 active; in the data active = inhibition above about 22%, passing the limit was not always enough;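 note: 0% = cells with DMSO and 100% = wells without cells with DMSO; values of inactives mirror those of a sister screen read the other way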
E coli growth = reduces bacterial viability in AddAB counter-screen. inhibition, % at 11.9 µM. 0.27% of 330,000 active. E. coli V3065 growth, OD600 absorbance, 18 h;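 active = inhibition above the campaign's mean inhibition across all tested compounds plus 3 SD, cut at about 9.9% in these data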;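 note: uninfected addAB+ strain grown without phage in ampicillin broth; 0% = DMSO wells and 100% = ciprofloxacin 0.95 µg/ml wells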
Arrestin-AP2 inh = blocks beta-arrestin peptide binding to AP2 adaptin; FITC-arrestin peptide / GST-AP2 beads, flow cytometry; AP2 beta2 appendage carries R879A mutation; 0.31% of 340,000 active; inhibition, % at 10 µM;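 active = inhibition above a set limit, near 3 SD of compounds lacking own fluorescence, cut at about 54% in these data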;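 note: plate controls were DMSO wells for no effect and 5 µM unlabelled arrestin peptide for full effect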
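Test system: GST-tagged AP2 beta2-adaptin appendage (R879A) on 4 µm glutathione beads; also added: fluorescein-tagged arrestin peptide at 50 nM final; timing: 12 min plus 1 h, RT; signal: flow cytometry, FL1 (488/535 nm); read-out: percent drop in bead-associated FITC signal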
AddAB inh = less growth of phage-infected E. coli with AddAB | E. coli expressing H. pylori AddAB, absorbance growth | inhibition, % at 11.9 µM | 0.29% of 330,000 active | AID 435030; in the data active = inhibition above about 12%;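 note: 0% = vehicle wells of infected cells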
DSG3 Ab inh = human desmoglein-3 autoantibody binding inhibition; P32926; 0.48% of 310,000 active; binding (percent of control), % at 10 µM; DSG3-coupled beads, scFv-anti-DSG3-GFP binding, flow cytometry; hits give low values;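 active = binding more than 3 SD below its plate's average and above zero; inconclusive = below that plate limit but binding exactly zero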;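 note: hits lower antibody fragment binding to DSG3; some compounds called inactive have numbers as strong as hits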
Starred values were filed as active, the others as inactive; u = inconclusive; x = no result given. Rows were taken by chance; 2.8% or so of the library scored in one or more.

SMILES	phage Ecoli inh	SUMO Mot1 rescue	PKA-R1A activ	PfHsp90 yeast 2	Tat export inh	MOR-DOR ag	OPRM1-OPRD1 inv	E coli growth	Arrestin-AP2 inh	AddAB inh	DSG3 Ab inh
CC(=O)c1ccc(NC(=O)C[n+]2cccc(C)c2)cc1	-2.8	-5	-5	-5	6	-1.1	5	-0.3	15	0.4	106
COc1ccc(Nc2ncnc3c2cnn3Cc2ccc(C)cc2)cc1	3.0	-4	-14	-8	3	2.4	-15	-1.5	2	1.2	x
Cc1occc1C(=O)O/N=C(\N)c1ccc(Cl)cc1	3.1	21	-9	-14	-10	8.6	-44	-0.5	-12	-1.6	108
COc1ccc(S(=O)(=O)N(Cc2ccccc2)c2ccccc2C(=O)N2CCOCC2)cc1	0.8	257	2	-9	-6	-0.3	2	3.3	24	3.9	108
O=C(NC(Cc1ccc(F)cc1)C(=O)O)c1ccccc1 (stereo unspecified)	1.4	-13	-1	19	1	-2.0	11	0.6	3	1.3	93
Cc1cc(C)cc(C(=O)N2CC(C)SC2=Nc2cccc(S(=O)(=O)N(C)C)c2)c1 (stereo unspecified)	2.3	14	8	-51	7	-0.3	2	0.3	6	1.1	102
COc1cccc(CN(C)CC(=O)NCc2ccc(F)cc2)c1OC	1.9	9	0	3	7	-0.3	2	-0.2	30	4.2	88
CCCCn1c(CN2CCN(C(=O)c3ccco3)CC2)nc2c1c(=O)n(C)c(=O)n2C	3.1	15	-2	5	-3	-1.2	7	-1.5	1	0.8	113
O=S(=O)(Nc1ccc(N2CCCCC2)cc1)c1ccc(F)cc1	1.2	30	x	x	x	x	x	-2.7	4	0.7	106
Cc1c(CCC(=O)NCCC(=O)O)c(=O)oc2cc3occ(-c4ccccc4)c3cc12	0.9	9	5	-29	13	0.0	0	-2.9	-3	-2.9	91
COC(=O)c1cccc(S(=O)(=O)N2CCC(n3nnc4cc(F)ccc43)CC2)c1	1.7	-1	5	x	-3	-0.9	5	-0.3	11	0.4	96
COc1cccc(NC(=O)c2cccnc2)c1	2.0	-11	6	-10	0	-2.2	13	2.1	5	2.0	100
CCn1c(SCc2nc3ccccc3c(=O)[nH]2)nnc1C(C)NC(=O)c1ccccc1F (stereo unspecified)	4.7	-13	-4	-12	1	-1.0	6	-2.4	-4	0.2	104
CC(C)CNc1nc(S(=O)(=O)c2ccccc2)c(Cl)s1	1.7	-11	3	-3	2	0.9	-4	1.7	-13	4.5	x
O=c1c2[nH]c3ccc(F)cc3c2ncn1CCCn1ccnc1	3.8	-2	0	-8	-6	-3.1	18	-0.9	5	-1.1	112
NNC(=O)c1ccc(COCC(F)(F)C(F)F)cc1	2.5	156	4	-5	3	1.6	-8	3.0	-5	0.2	x
COc1ccc2[nH]c(=O)c(CN(Cc3cccnc3)Cc3nnnn3CC3CCCO3)cc2c1 (stereo unspecified)	1.5	15	-4	0	-4	-2.9	16	0.6	35	-0.3	97
CCC(C)NC(=O)C1c2ccccc2C(=O)N1Cc1ccc(OC)cc1OC (stereo unspecified)	1.9	21	-9	14	10	-0.2	1	-1.6	-4	-0.5	102
CCCCc1cc(=O)oc2cc(OCC(=O)N3C[C@H]4C[C@@H](C3)c3cccc(=O)n3C4)ccc12	4.5	-9	9	0	-5	-3.7	19	-0.5	22	1.5	x
COc1nc(Nc2ccc(C(C)=O)cc2)nc(OC)n1	0.3	-11	-3	-21	-6	-1.2	7	-4.3	-6	-0.3	100
CN1C(=O)c2ccccc2N(C)C1c1ccccc1Cl (stereo unspecified)	2.8	-20	-1	-1	-3	-1.6	8	1.5	-6	1.1	100
Cc1ccc(S(=O)(=O)Nc2ccccc2N2CCOCC2)cc1	2.0	-19	6	11	-3	-1.0	7	1.7	3	1.7	106
COC(=O)c1ccc(Sc2nnnn2-c2ccccc2)c([N+](=O)[O-])c1	3.2	73	-3	4	-1	6.2	-33	-15	32	-0.3	97
CC(C)(C)C(=O)NC1CCN(CC(=O)Nc2ccc3c(c2)OCO3)CC1	2.4	490*	10	4	0	0.3	-2	-0.1	29	1.2	97
O=C(OC1CCOC1=O)c1ccc(-c2nc3ccccc3s2)s1 (stereo unspecified)	2.1	x	-3	1	-2	-1.1	7	1.9	-3	1.1	102

The list continues:
SMILES	phage Ecoli inh	SUMO Mot1 rescue	PKA-R1A activ	PfHsp90 yeast 2	Tat export inh	MOR-DOR ag	OPRM1-OPRD1 inv	E coli growth	Arrestin-AP2 inh	AddAB inh	DSG3 Ab inh
CCOC(=O)NC(=S)Nc1ccc(C(C)(C)C)cc1	1.3	10	9	-13	2	7.0	-36	-2.2	-9	2.3	102
COc1ccc(/C=N/NC(=O)c2nc(-c3ccccc3)n(-c3ccccc3)n2)c(O)c1	22*	0	-3	-4	-6	-1.8	9	19*	x	21*	95
COCCCNC(=O)Cn1cc2c(n1)CCCCC2	-0.9	43	1	4	1	-2.5	12	-0.3	1	3.6	114
CCCCNC(=O)c1ccc(C)c(NC(=O)C2=C(C)OCCS2)c1	3.2	364	-1	-2	-4	-2.0	9	-0.9	6	1.8	101
Oc1c(Cl)cc(Cl)cc1C1Nc2ccccc2-n2cccc21 (stereo unspecified)	2.3	-7	-4	-9	u	-3.2	16	2.5	-12	0.1	113
COc1cc(CNCCN2CCOCC2)ccc1OCc1cccc(Cl)c1	-0.1	-3	-15	2	-9	-0.6	3	-1.5	23	-5.1	103
CCC(=O)N1CCc2cc(S(=O)(=O)N3CCN(c4ccccn4)CC3)ccc21	0.2	-9	15	-3	1	1.3	-7	-1.5	2	-0.2	103
Cc1[nH]c2c(Cl)cccc2c(=O)c1CN1CCCCCC1	2.5	7	-9	14	8	-0.5	2	-0.2	20	-0.2	102
O=C(COC(=O)c1cc(S(=O)(=O)N2CCOCC2)ccc1O)NCc1ccc2c(c1)OCO2	2.2	x	6	11	1	0.3	-1	x	1	x	97
Brc1ccc(-c2cnc3n2CCCC3)cc1	2.6	94	-1	-23	1	-2.1	9	-1.9	32	1.2	102
COCCCC1CCN(C(=O)C2CCC(=O)N(C3CCCC3)C2)CC1 (stereo unspecified)	0.6	-12	9	16	2	-0.2	1	2.9	22	1.6	110
COCCn1c(=N)c(S(=O)(=O)c2ccc(Br)cc2)cc2c(=O)n3ccccc3nc21	4.0	-7	-1	-8	-19	-1.3	7	-0.2	1	1.5	99
CS(=O)(=O)c1nc(S(=O)(=O)c2ccc(Cl)cc2)c(NCCN2CCOCC2)s1	-0.2	79	15	12	1	-2.6	14	1.4	-1	4.6	99
CCc1cccc(CC)c1NC(=O)CN1CC(C)SC1=NC1CCCCC1 (stereo unspecified)	4.2	-8	0	17	3	6.4	-36	-0.9	0	0.9	91
O=C(NC1CCS(=O)(=O)C1)c1sc2ccccc2c1Cl (stereo unspecified)	5.1	-2	-6	-11	-4	-1.4	7	-9.2	8	-2.2	98
COc1ccc(C(CC(=O)N2CCN(C)CC2)NC(=O)C(F)(F)F)cc1 (stereo unspecified)	-0.7	-17	1	-2	9	-1.9	9	-1.4	4	2.7	108
COc1ccc(N2CCN(C(=O)CCN3C(=O)c4ccccc4S3(=O)=O)CC2)cc1	x	-7	-12	-7	0	-2.8	11	-0.1	-5	4.0	105
CN(C)C(=S)NC(=O)c1cccc(Cl)c1	0.5	71	-3	-23	-6	-3.4	16	-0.6	-1	-4.6	99
CN(CC(=O)Nc1ccccc1Cl)CC(=O)c1c(N)n(Cc2ccccc2)c(=O)n(C)c1=O	0.6	-9	-4	8	2	-4.7	18	-1.6	54	1.4	70
O=c1c(/C=N/N2CCOCC2)c(C(F)(F)F)[nH]n1-c1ccccc1	3.5	23	-12	x	-6	-2.9	18	-2.1	4	-0.3	84
COc1cc2oc3cc(C)oc(=O)c3c2cc1OC	0.9	11	-11	6	-1	-3.3	17	1.6	3	-0.2	87
O=C(Nc1ccccc1)c1ccc(=O)[nH]n1	3.6	-3	-7	-19	-2	-1.3	6	-1.2	-3	0.7	105
Cc1cc(C)c2c(c1)N[C@H](c1cccs1)[C@@H]1CCO[C@H]21	5.8	-14	-2	-1	-6	2.5	-13	-0.5	2	1.0	107
COc1cccc2c1c(NC(=O)Nc1ccc(F)cc1F)nn2C	2.4	4	3	-6	-13	-3.6	19	-0.2	11	0.9	88
COc1ccc(C(=C(CC(=O)O)C(=O)OC(C)(C)C)c2cc(OC)c(OC)c(OC)c2)cc1OC	2.6	x	-1	-45	-3	-0.6	3	x	2	x	86

(continued)
SMILES	phage Ecoli inh	SUMO Mot1 rescue	PKA-R1A activ	PfHsp90 yeast 2	Tat export inh	MOR-DOR ag	OPRM1-OPRD1 inv	E coli growth	Arrestin-AP2 inh	AddAB inh	DSG3 Ab inh
CSCCC(NC(=O)c1ccco1)C(=O)N1CC=C(c2ccccc2)CC1 (stereo unspecified)	-0.2	73	-6	-21	6	-3.0	17	-4.0	-8	3.7	106
Cc1ccc(NC(=O)C(CC(=O)O)C2CCCO2)c(C)c1 (stereo unspecified)	5.4	-12	-11	-9	0	-3.7	17	-2.6	35	1.6	107
CCOC(=O)C1CCCN(S(=O)(=O)c2cc(Br)cc3c2N(C(=O)C2CC2)CC3)C1 (stereo unspecified)	-0.6	4	-8	13	0	-1.3	8	-2.5	-12	2.5	101
COc1ccc(C(=O)N/C(=C/c2cccs2)C(=O)NN)cc1OC	2.5	16	-6	-6	1	-2.6	13	0.0	-3	-2.0	117
CC(C)C1Nc2ccc(C(=O)NCc3ccco3)cc2NC1=O (stereo unspecified)	-0.7	140	0	2	-8	-0.1	1	0.3	26	3.2	100
CCOc1ccc(NC(=O)CCC(=O)N2CCSc3ccccc32)cc1	4.4	-3	-7	19	-1	-3.1	16	-1.1	-6	19*	109
COCCNC(=O)CCc1nnc(C2(c3ccc(Cl)cc3)CCC2)o1	0.9	18	-2	-3	-5	-1.7	9	-0.4	8	0.9	95
CCCCc1c(O)nc2n(c1=O)CCS2	0.1	-12	-11	-7	-12	2.0	-10	-3.2	0	2.1	103
O=C(N1CCOCC1)N1CCN(S(=O)(=O)c2ccc(Cl)cc2)C1	0.3	15	-2	51	1	-1.7	12	-2.5	-14	-0.5	x
CCOC(=O)C1CCCN(c2c(NCCN(C)Cc3ccccc3)c(=O)c2=O)C1 (stereo unspecified)	1.3	1	9	6	15	2.9	-16	-0.9	8	2.0	105
O=C1OC(=O)c2c(Br)c(Br)c(Br)c(Br)c21	1.2	-9	-3	-29	-8	-3.5	19	0.3	4	3.0	100
CCOC(=O)c1cc(-c2csc(COc3ccc(Cl)cc3)n2)on1	2.0	-16	-6	0	1	-1.1	6	0.2	-11	-1.4	105
